Dynein cargo inh: blocks dynein driven cargo transport along microtubules; 220,000 tested, 0.47% active; z-score, hits read low; 3617.4 mouse cells, GR-EGFP nuclear translocation imaging; test concentration mostly 20 µM; stimulated with dexamethasone, 1 µM; hits give low values;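 active = plate z-score of nuclear minus cytoplasmic receptor signal below a set negative limit, without overly bright fluorescence or cell loss, cut at about -3.5 in these data, passing the limit was not always enough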;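 also: z-score of nuclear minus cytoplasmic ring GR-EGFP intensity difference per well; some compounds called inactive have numbers as strong as hits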
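medium = tetracycline-free induction medium containing charcoal-stripped FBS | also added = 1.0 µM final dexamethasone stimulus | schedule = 48 h induction, 1 h compound, 30 min dex at 37 °C | technique = fixed, Hoechst-stained cells imaged at 10x for EGFP | measure = GR-EGFP nuclear translocation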
P. falciparum M17LAP: P. falciparum M17LAP inhibitors, primary screen, biochemical, fluorogenic H-Leu-NHMec substrate, 1536-well (AID 1619); recombinant M17LAP, H-Leu-NHMec fluorogenic kinetic assay; higher % means a stronger effect; one-dose inhibition, % at 30 µM; IC50 in µM for titrated hits; 220,000 tested, 0.38% active;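 active = compound inhibiting the enzyme by more than half at any dose during confirmatory dose-response retesting; inconclusive = strong single-dose inhibitors picked by rank but not retested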;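 also: plate controls were full reaction with DMSO carrier for no effect and no enzyme background for full effect; strong numbers were not always called active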
KOR beta-arrestin-1: kappa opioid receptor blockers – cell-based, luminescence, uHTS (AID 1778); KOR beta-arrestin recruitment, luminescence, antagonist mode; higher % means a stronger effect; inhibition, % at 10 µM; hits with a dose series show IC50 in µM; 290,000 tested, 0.091% active; also: strong numbers were not always called active
NOD1 inhibition: inhibition of NOD1-driven NF-kB reporter – cell-based, luminescence, uHTS, primary screen (AID 1578). NOD1-driven NF-kB luciferase reporter cells, luminescence; higher % means a stronger effect. inhibition, % at 4 µM; hits with a dose series show EC50 in µM. 290,000 tested, 1% active; in the data active = inhibition mostly above about 36%, no sharp cut-off; inactive = mostly below about 34%;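 also: HEK-293T reporter cells stimulated with the NOD1 agonist gamma-tri-DAP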
AID2073: disruptors of CaV2.2 binding to Mint1 – biochemical, HTRF (AID 2073) | one-dose inhibition, % at 20 µM; IC50 in µM for titrated hits | 290,000 tested, 0.19% active | HTRF protein-protein interaction, Mint1-CaV2.2; higher % means a stronger effect; in the data active = inhibition mostly above about 51%, no sharp cut-off; inconclusive = no clear call, values can overlap the other calls; inactive = mostly below about 53%; also: some results filed as inactive read as strong as hits
M1AAP inhibition: malaria alanyl aminopeptidase activity blockers – biochemical, fluorogenic H-Leu-NHMec substrate, 1536-well (AID 1445) | recombinant M1AAP, H-Leu-NHMec fluorogenic kinetic assay; higher % means a stronger effect | inhibition, % at 30 µM; hits with a dose series show IC50 in µM | 220,000 tested, 0.42% active;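 active = primary inhibition above the hit cutoff, then over 50% inhibition at one or more dose response concentrations, cut at about 23% in these data, passing the limit was not always enough; inconclusive = conflicting primary data, or primary hits not chosen for dose response; inactive = low primary inhibition, or under 50% at every dose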;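 also: plate controls were DMSO full reaction for no effect and no enzyme background for full effect; strong numbers were not always called active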
NOD2 inhibition: inhibition of NOD2-driven NF-kB reporter – cell-based, luminescence, uHTS, HEK293 (AID 1566). HEK293 NOD2/NF-kB luciferase reporter, luminescence; higher % means a stronger effect. inhibition, % at 4 µM; hits with a dose series show EC50 in µM. 290,000 tested, 0.63% active; also: many of its hits are not listed in these tables
KOR beta-arrestin-2: kappa opioid receptor activators – cell-based, luminescence, uHTS, primary screen (AID 1777) | KOR beta-arrestin recruitment, luminescence; higher % means a stronger effect | 280,000 tested, 0.02% active | activation, % at 10 µM, or EC50 in µM where a hit was titrated; in the data active = activation above about 50%, passing the limit was not always enough; also: a part of the inactive calls stands beside numbers as strong as those of hits
GPR55 activation: selective activators of receptor GPR55 – imaging, U2OS cells, beta-arrestin-GFP redistribution, primary screen (AID 1961); activation, % at 10 µM; hits with a dose series show EC50 in µM; 290,000 tested, 0.048% active; U2OS GPR55 beta-arrestin-GFP redistribution imaging; higher % means a stronger effect;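 active = activation above 40% with more than 50 cells counted in the well; inconclusive = wells holding fewer than 50 cells, flagged as toxic or sparse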;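 also: U2OS osteosarcoma cells stably expressing GPR55 and beta-arrestin-GFP; plate controls were DMSO negative control for no effect and LPI positive control for full effect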
Dynein cargo inh cytoplasmic EGFP: further read-out of Dynein cargo inh, marked with its call; z-score; measured here: cytoplasmic GR-EGFP intensity; hits give high values
Dynein cargo inh nuclear GR-EGFP: also measured in Dynein cargo inh; calls as there; z-score; measured here: nuclear GR-EGFP intensity;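 lower value marks the stronger effect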
Dynein cargo inh cell count: also measured in Dynein cargo inh; calls as there; z-score; measured here: cell count per field
Starred values were filed as active, the others as inactive; ? = inconclusive; . = no result given; [ ] = another dose, or the depositor's remark. Rule as the data show it, unless noted: active = inhibition above about 50%; inactive = the rest. These rows are one share of the data. The share of hits here may be higher or lower than overall.

SMILES	Dynein cargo inh	Dynein cargo inh cytoplasmic EGFP	Dynein cargo inh nuclear GR-EGFP	Dynein cargo inh cell count	P. falciparum M17LAP	KOR beta-arrestin-1	NOD1 inhibition	AID2073	M1AAP inhibition	NOD2 inhibition	KOR beta-arrestin-2	GPR55 activation
CCOC(=O)C1(Cc2ccc(Cl)cc2)CCN(C(=O)C2=NNC(=O)CC2)CC1	-0.372	-0.229	-0.0222	0.252	-4.8%	6.8%[20 µM]	-26.7%	2.5%	-1.1%	-5.2%	.	-0.1%
CC(=O)C1C(=O)CC(C)(O)C(C(C)=O)C1c1ccccc1 (stereo not drawn)	0.233	-0.19	0.282	-0.491	1.3%	7.2%	-38.6%	8.5%	0.4%	12.1%	-4.6%	1.0%
COc1ccc(/C=N/NC(=O)c2ccn[nH]2)cc1COc1ccc(Cl)cc1Cl	0.937	-0.237	0.184	0.334	-8.2%	-25.5%	8.7%	7.7%	1.3%	9.2%	0.1%	0.2%
O=C(NCC(=O)N1CCN(c2ccccc2O)CC1)c1ccco1	.	.	.	.	.	14.2%	-30.9%	-1.3%	.	-2.6%	1.6%	-0.1%
Cc1ccc(C)c(N(CC(=O)NC2CCCC2)C(=O)c2csnn2)c1	.	.	.	.	.	-15.6%	-27.2%	-5.6%	.	-15.2%	6.5%	0.0%
COCCn1c(N)c(NCc2ccccc2)c(=O)n(CC(=O)Nc2cc(C)ccc2C)c1=O	-0.127	-0.29	0.249	-0.361	5.3%	-0.1%	-21.3%	-0.8%	-13.7%	7.7%	0.5%	-0.1%
COc1ccc2oc(=O)cc(-c3cc4ccccc4o3)c2c1	.	.	.	.	.	-3.1%	38.2%	21.8%	.	11.9%	-3.4%	-0.1%
COc1ccc(N=C2SC(C(=O)O)CC(=O)N2Cc2ccc(OC)c(OC)c2)cc1 (stereo not drawn)	-0.413	-0.249	-0.27	1.04	2.4%	18.3%	-0.1%	-2.7%	-6.2%	9.3%	-3.1%	-0.1%
O=C(c1ccco1)c1cn(CC(=O)N2CCCCCC2)c2ccccc12	-0.292	-0.314	0.417	0.208	1.5%	-9.0%	-30.9%	7.0%	7.0%	-14.2%	-4.3%	0.2%
O=C(OCC(=O)c1c[nH]c2ccccc12)c1cccc(O)c1	-0.588	-0.295	-0.689	-0.217	-2.5%	-16.8%	-18.6%	2.3%	22.2%	-3.8%	7.3%	-0.3%

Six structures out of the list, ordered by heavy-atom count, high to low:
SMILES	Dynein cargo inh	Dynein cargo inh cytoplasmic EGFP	Dynein cargo inh nuclear GR-EGFP	Dynein cargo inh cell count	P. falciparum M17LAP	KOR beta-arrestin-1	NOD1 inhibition	AID2073	M1AAP inhibition	NOD2 inhibition	KOR beta-arrestin-2	GPR55 activation
COc1ccc(N=C2SC(C(=O)O)CC(=O)N2Cc2ccc(OC)c(OC)c2)cc1 (stereo not drawn)	-0.413	-0.249	-0.27	1.04	2.4%	18.3%	-0.1%	-2.7%	-6.2%	9.3%	-3.1%	-0.1%
CCOC(=O)C1(Cc2ccc(Cl)cc2)CCN(C(=O)C2=NNC(=O)CC2)CC1	-0.372	-0.229	-0.0222	0.252	-4.8%	6.8%[20 µM]	-26.7%	2.5%	-1.1%	-5.2%	.	-0.1%
O=C(c1ccco1)c1cn(CC(=O)N2CCCCCC2)c2ccccc12	-0.292	-0.314	0.417	0.208	1.5%	-9.0%	-30.9%	7.0%	7.0%	-14.2%	-4.3%	0.2%
Cc1ccc(C)c(N(CC(=O)NC2CCCC2)C(=O)c2csnn2)c1	.	.	.	.	.	-15.6%	-27.2%	-5.6%	.	-15.2%	6.5%	0.0%
O=C(NCC(=O)N1CCN(c2ccccc2O)CC1)c1ccco1	.	.	.	.	.	14.2%	-30.9%	-1.3%	.	-2.6%	1.6%	-0.1%
COc1ccc2oc(=O)cc(-c3cc4ccccc4o3)c2c1	.	.	.	.	.	-3.1%	38.2%	21.8%	.	11.9%	-3.4%	-0.1%

Next part:
SMILES	Dynein cargo inh	Dynein cargo inh cytoplasmic EGFP	Dynein cargo inh nuclear GR-EGFP	Dynein cargo inh cell count	P. falciparum M17LAP	KOR beta-arrestin-1	NOD1 inhibition	AID2073	M1AAP inhibition	NOD2 inhibition	KOR beta-arrestin-2	GPR55 activation
CCSc1nc(O)c(C2OC(=O)c3c2ccc(OC)c3OC)c(=O)n1-c1ccccc1 (stereo not drawn)	-0.704	-0.287	-0.0742	0.79	7.5%	-3.5%	-8.6%	-1.1%	7.1%	11.8%	-7.1%	0.5%
Cc1nc(-c2cccc(S(=O)(=O)N3CC(C)CC(C)C3)c2)cs1 (stereo not drawn)	-0.387	-0.337	0.012	-0.174	-7.4%	-28.2%	-26.6%	-4.3%	12.6%	1.6%	4.8%	-0.1%
CNC(=S)N1CCN(c2cccc(OC)c2)CC1	-0.213	-0.16	-0.377	0.139	-10.3%	-39.1%	-41.3%	-8.8%	-4.1%	0.0%	3.1%	0.2%
COc1cc2c(cc1NC(=O)COC(=O)/C=C/c1ccc([N+](=O)[O-])cc1)oc1ccccc12	1.34	0.548	1.58	-3.25	-6.7%	39.9%	-2.1%	19.0%	2.2%	9.6%	-1.7%	0.3%
COc1ccc(N2CCN(C(=O)CCc3nc(-c4ccc(C)cc4)no3)CC2)cc1	0.905	-0.204	0.396	-1.05	-1.2%	-76.6%	7.0%	-1.7%	8.2%	-1.7%	6.7%	0.2%
CC(=O)c1cccc(NC(=O)COC(=O)COc2c(Cl)cc(Cl)c3ccc(C)nc23)c1	-0.354	-0.162	0.0378	-0.118	-0.3%	32.3%	-19.8%	4.3%	0.2%	-3.3%	-3.7%	-0.1%
Cc1cccc(NC(=O)N(C)Cc2cccs2)c1	-0.988	-0.242	-0.219	0.898	2.4%	16.0%	-16.8%	2.4%	-4.0%	5.6%	0.2%	0.2%
Cc1ccc(C(=O)Oc2ccc3ccc(=O)oc3c2)cc1	.	.	.	.	.	-18.5%[20 µM]	15.9%	20.7%	.	-6.5%	-0.7%	-0.1%
CCc1nc2c(c(=O)c3ccccc3n2C)c(=O)n1-c1ccc(F)cc1	0.395	-0.225	0.012	0.0951	-1.5%	11.1%	24.5%	4.4%	5.2%	2.4%	10.7%	-0.3%
COC(=O)CSc1nnc2cc(C)c3ccccc3n12	0.131	-0.258	0.496	0.102	19.7%	-5.7%	6.1%	2.1%	2.1%	3.7%	4.0%	0.0%
COc1ccc(NC(=O)CSc2nc3ccccc3c(=O)n2-c2ccc3c(c2)OCO3)c(OC)c1	-0.993	-0.315	-0.394	0.197	-4.8%	-14.1%	-22.1%	11.0%	3.9%	13.0%	3.2%	-0.1%
O=C(CSc1ccccn1)Nc1nc2ccc(Br)cc2s1	-0.832	-0.198	-0.111	0.152	1.5%	-9.2%	9.7%	-5.2%	8.3%	-7.6%	0.5%	-0.1%
O=C(C1CCN(Cc2ccc(OCc3ccccc3)cc2)CC1)N1CCCC1	-0.962	-0.207	-0.351	0.453	8.8%	22.5%	-17.8%	?	4.4%	-2.6%	-3.3%	-0.3%
COc1ccc(-c2nn3c(-c4ccco4)nnc3s2)cc1OC	-0.594	0.214	-0.124	1.59	11.0%	-33.0%	-4.8%	21.6%	0.1%	-66.9%	1.8%	0.0%
CC(=O)N1CCN(S(=O)(=O)c2ccc(S(=O)(=O)NCC(C)C)cc2)CC1	0.711	-0.21	0.521	0.703	11.4%	11.8%	-23.6%	0.9%	7.6%	-9.0%	1.7%	0.2%
Cn1c(=O)c2c(nc(SCC(=O)Nc3ccccc3)n2C)n(C)c1=O	0.711	0.0451	0.539	-2.26	0.4%	-11.0%	-11.1%	11.7%	8.4%	8.3%	-4.7%	-0.3%
COc1ccc(/C=N/OCC(=O)N(Cc2ccccc2)c2ccccc2C(=O)O)cc1	-0.531	0.229	-0.33	0.467	9.7%	-27.8%	-6.6%	4.6%	1.7%	4.0%	1.2%	-0.2%
COc1ccc2c(C)cc(SCC(=O)N3CCOCC3)nc2c1	0.0937	1.04	0.0754	0.155	2.0%	3.5%	-15.4%	33.4%	-2.9%	1.5%	5.3%	-0.2%
Nc1nc(Nc2cccc(F)c2)nc(NCCO)c1[N+](=O)[O-]	-0.844	-0.155	-0.321	0.228	4.6%	-4.2%	-10.6%	10.8%	14.9%	15.4%	4.7%	-0.2%
O=C1COc2ccc(C(=O)COC(=O)Cc3ccccc3F)cc2N1	-0.0711	-0.288	-0.148	0.654	-3.0%	-27.8%	-34.2%	?	1.6%	0.8%	4.7%	0.0%
Cc1ccc(OCC(=O)OC(C)CN(C)Cc2ccccc2)cc1 (stereo not drawn)	0.261	-0.174	-0.28	0.255	-1.3%	-9.9%	22.1%	-1.6%	9.5%	6.9%	-0.8%	-0.3%
CCCn1c(C(C)NC(=O)c2ccccc2)nc2ccccc21 (stereo not drawn)	-0.715	-0.23	0.046	0.462	-8.1%	10.5%	-11.3%	10.7%	-1.0%	13.5%	1.1%	0.9%
CCn1ccnc1CN(C)C(=O)c1cc(COc2c(F)cccc2F)on1	-0.338	-0.217	-0.217	-0.106	-13.3%	-16.6%[20 µM]	-2.0%	-13.7%	15.5%	13.3%	.	-0.1%
CN(C)c1oc(-c2ccccc2Cl)nc1C#N	-0.211	-0.287	0.00694	0.97	-3.7%	-17.5%	-24.4%	0.3%	4.0%	3.6%	1.4%	0.2%
Cc1nc2cc3ccccc3cc2c(=O)[nH]1	0.428	-0.0459	1.04	-0.0701	6.8%	-8.8%	-41.6%	14.6%	14.7%	-27.4%	0.3%	0.5%
CCN(CC)CCOC(=O)c1ccc(Cl)cc1	-0.438	-0.226	-0.0724	0.493	1.0%	-72.9%	0.3%	0.0%	-0.7%	-1.6%	6.3%	-0.1%
CCOC(=O)C1Cn2c(nc3c(c2=O)C2(CCCC2)Cc2ccccc2-3)S1 (stereo not drawn)	-0.187	-0.196	-0.0936	0.853	1.8%	33.5%	14.8%	16.0%	8.7%	12.5%	13.7%	-0.2%
CCn1c(=O)c(-c2ccccc2)c(O)c2ccccc21	1.02	-0.154	0.946	-0.45	8.2%	-0.4%	21.5%	8.8%	5.6%	10.8%	1.3%	0.2%
